Screening results (PubChem BioAssay)
ATXN viability – Viability Counterscreen for Primary qHTS for Inhibitors of ATXN expression; S2 cells (HEK-293 line with an ATXN2-luciferase reporter) viability, CellTiter-Fluor protease fluorescence, 24 h; Potency, µM (series often up to 56.7 µM), usual class: cytotoxic; actives 0.49% (n = 400,000); AID 651635, 2014; also: potency is read from the fitted curve at half-maximal effect; nearly all actives have a fitted effect of over 40% in size
Nrf2 activator – qHTS of Nrf2 Activators; AREc32 ARE-luciferase reporter (MCF7-derived line), luminescence, 24 h; Potency, µM (titrated, usually from 46.1 µM), without a hit: at the top dose activation, usual class: activators; actives 0.31% (n = 410,000); AID 624171, 2012; also: potency is read from the fitted curve at half-maximal effect; % of control where 0% means no effect; nearly all actives have a fitted effect of over 65% in size
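ARE activation measured as luciferase luminescence (Steady-Glo, 30 min RT) in AREc32_Fluc cells after 24 hr compound exposure at 37 deg C, 5% CO2; cells seeded overnight at 1000/well in OPTI-MEM, 5% FBS.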
HepG2 tox – qHTS for Inhibitors of TGF-b: Cytotox Counterscreen; HepG2 CAGA-GFP viability, ATP luminescence, 18 h; Potency, µM (top dose mostly 46.1 µM), without a hit: at the top dose activity change, negative = cytotoxicity, usual class: cytotoxic; actives 0.76% (n = 410,000); AID 588856, 2011; also: potency is read from the fitted curve at half-maximal effect; some results filed as inactive show a strong effect at the top dose
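CellTiter-Glo luminescence gave cytotoxicity after 18 hours at 37 degrees C. The cells were HepG2 CAGA-GFP in 1% FBS DMEM, stimulated with 500 pg/mL TGF-beta after compound addition. %Activity was normalised to no-cell wells (complete cell-killing) and DMSO (no toxicity), and curves were fitted and classified.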
EPAC2 agonist – qHTS for Agonist of cAMP-regulated guanine nucleotide exchange factor 4 (EPAC2): primary screen; Rap guanine nucleotide exchange factor 4 (Homo sapiens), Q8WZA2; EPAC2 activation, biochemical qHTS; response scale: 100% = 6.5 mM cAMP response; AID 720711, 2013; Potency, µM (titrated, usually from 154 µM), for the others: top-dose activation, most hits filed as activators; actives 0.079% (n = 360,000); also: potency is read from the fitted curve at half-maximal effect; nearly all actives have a fitted effect of over 50% in size
Target sequence (Q8WZA2 whole entry, looked up): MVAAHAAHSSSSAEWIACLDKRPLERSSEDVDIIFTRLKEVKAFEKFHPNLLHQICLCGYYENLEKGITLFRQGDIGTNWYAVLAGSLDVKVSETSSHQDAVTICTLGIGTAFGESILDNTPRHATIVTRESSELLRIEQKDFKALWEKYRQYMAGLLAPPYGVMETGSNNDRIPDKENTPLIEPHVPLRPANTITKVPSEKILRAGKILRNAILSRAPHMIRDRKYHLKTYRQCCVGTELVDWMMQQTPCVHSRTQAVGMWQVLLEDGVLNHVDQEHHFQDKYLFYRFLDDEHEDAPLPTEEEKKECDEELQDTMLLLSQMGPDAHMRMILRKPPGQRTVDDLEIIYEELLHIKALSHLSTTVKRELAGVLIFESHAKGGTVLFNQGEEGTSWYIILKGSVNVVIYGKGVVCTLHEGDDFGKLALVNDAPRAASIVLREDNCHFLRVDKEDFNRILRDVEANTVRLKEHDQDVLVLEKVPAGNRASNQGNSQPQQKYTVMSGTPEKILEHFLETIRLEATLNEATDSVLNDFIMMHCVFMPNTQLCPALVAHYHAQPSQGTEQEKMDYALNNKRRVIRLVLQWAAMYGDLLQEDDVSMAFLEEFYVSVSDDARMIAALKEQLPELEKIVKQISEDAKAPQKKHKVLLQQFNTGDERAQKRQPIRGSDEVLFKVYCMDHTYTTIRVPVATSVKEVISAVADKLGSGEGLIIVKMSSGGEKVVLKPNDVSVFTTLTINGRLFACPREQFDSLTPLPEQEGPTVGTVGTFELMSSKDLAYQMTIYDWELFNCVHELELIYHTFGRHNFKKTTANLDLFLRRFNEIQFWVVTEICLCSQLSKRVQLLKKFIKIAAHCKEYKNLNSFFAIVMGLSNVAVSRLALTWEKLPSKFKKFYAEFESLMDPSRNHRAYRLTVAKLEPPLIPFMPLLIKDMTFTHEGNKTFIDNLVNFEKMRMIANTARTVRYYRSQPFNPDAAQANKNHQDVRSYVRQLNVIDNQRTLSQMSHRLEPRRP
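qHTS, titration series. 100 nM EPAC2 / 250 nM Rap1B-BODIPY-GDP / 50 uM GDP; RT; ex 480/em 540 nm, 5-min reads to 30 min. Norm. to 6.5 mM cAMP = activation.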
Nrf2 inh – Nrf2 qHTS screen for inhibitors; A549 ARE-Fluc reporter, luciferase luminescence, 18-24 h; Potency, µM (highest dose often 46 µM), for inactives: top-dose activity change, negative = inhibition, most hits filed as inhibitors; actives 2.1% (n = 360,000); also: potency is read from the fitted curve at half-maximal effect; % is scaled to controls: 0 for no effect and ±100 for the full control effect; nearly all actives have a fitted effect of over 60% in size
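Nrf2 function is reported as luminescence of an ARE-controlled luciferase in A549 cells. Compounds were tested at several concentrations, and a CellTiter-Fluor read on the same wells flagged cytotoxicity.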
IL2 activator – qHTS of IL-2 Activators; IL-2 activation reporter assay, cell-based qHTS; stimulated with anti-CD3/CD4/CD28 beads; in transgenic mouse T cells; activation, % (series mostly up to about 46 µM); actives 0.065% (n = 360,000); in the data active = activation above about 50%; inconclusive = mostly about 30% to 49%; also: 0% is about no effect
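Unstimulated transgenic mouse T cells preincubated 60 min with compound, then stimulated with anti-CD3/anti-CD4-coated beads plus anti-CD28 for 18 h at 37 degrees C. IL-2 response read as EGFP and DsRed fluorescence by plate cytometry.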
A549 viability – Nrf2 qHTS screen for inhibitors: counterscreen for cytotoxicity. actives 0.16% (n = 390,000). AID 504648, 2011. Potency, µM (series often up to 46 µM), for inactives: at the highest dose activity change, negative = cytotoxicity, usual class: inhibitors. A549 ARE-Fluc cells, CellTiter-Fluor viability, 18-24 h; also: potency is read from the fitted curve at half-maximal effect; % is scaled to controls: 0 for no effect and ±100 for the full control effect
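Cytotoxicity counterscreen: CellTiter-Fluor fluorescence was measured in A549 ARE_Fluc cells after 18-24 h of compound exposure in a concentration series. The subsequent BugLite luminescent read reports ARE-luciferase activity.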
ATXN2 expr inh – Primary qHTS for Inhibitors of ATXN expression; AID 1745845, 2022; actives 0.72% (n = 360,000); HEK-293 ATXN2-luciferase reporter, luminescence, 24 h; Potency, µM (highest dose often 57 µM), for inactives: at the top dose activity change, negative = inhibition, hits mostly inhibitors; also: potency is read from the fitted curve at half-maximal effect; % is scaled to controls: 0 for no effect and ±100 for the full control effect; nearly all actives have a fitted effect of over 55% in size
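qHTS (up to 57 uM final) was run with 24 h compound exposure of reporter cells at 37 °C. Each well was multiplexed: SteadyGlo luminescence measured ATXN2-luciferase expression after a fluorogenic Gly-Phe-AFC viability readout (25 uM final).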
TGFb inhibitor – qHTS for Inhibitors of TGF-b; HepG2 CAGA-GFP TGF-b/SMAD3 reporter, GFP fluorescence, 18 h; TGF-beta stimulated, 500 pg/mL final; Potency, µM (doses to about 46.1 µM), for inactives: at the top dose activity, negative = inhibition, usual class: inhibitors; actives 1.2% (n = 410,000); also: potency is read from the fitted curve at half-maximal effect; % is scaled to controls: 0 for no effect and ±100 for the full control effect; nearly all actives have a fitted effect of over 65% in size
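Cell-based qHTS in HEPG2 carrying a CAGA-GFP Smad reporter; compounds added before 500 pg/mL final TGF-beta, 18 h incubation at 37 degrees C, GFP fluorescence quantified per cell by imaging cytometry.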
* hit, by the source's call; i = inactive; ? = inconclusive; . = not tested or not shown; & = joins results of further samples; [ ] = remark or other dose. Unless noted, calls follow the shape of the dose curve; as a rule, active = well fitted curve in the direction sought with a large enough effect; inconclusive = small, poorly fitted or top-dose-only effect, or another doubt; inactive = no such curve, though single readings can be large; an effect the other way counts as inactive or inconclusive.

Values run as follows: ATXN viability, Nrf2 activator, HepG2 tox, EPAC2 agonist, Nrf2 inh, IL2 activator, A549 viability, ATXN2 expr inh, TGFb inhibitor
- COc1ccccc1NS(=O)(=O)c1ccc2c(c1)OCCO2
  i, -0.4%, -2%, 3%, 15%, 0.3, 1%, 20%, -1%
- CCn1c(SCC(=O)NCC2CCCO2)nc2c([nH]c3ccccc32)c1=O (stereo not drawn)
  i, 3.4%, -19%, 1%, -11%, -3.7, -7%, 19%, -4%
- COC(=O)CC1CC2(C(=O)OC)c3[nH]c4ccccc4c3CCN2C1=O (stereo not drawn)
  i, 0.1%, -22%, 3%, ., 6.1, ., -5%, 1%
- CC(C)c1ccc(NC(=O)c2ccc(Br)o2)cc1
  i, 24%, -15%, 8%, ?, 0.6, -18%, 99%[activator], ?
- CCOc1ccc(-c2cc(C(=O)NC3CCCCC3)[nH]n2)c(C)c1
  i, 1.0%, -19%, -1%, ., 0.0, ., 20%, 2%
- CCc1ccccc1NC(=O)Cn1c(=O)n(-c2ccc(CC(=O)NCC3CCCO3)cc2)c(=O)c2ccccc21 (stereo not drawn)
  i, -1.0%&-0.5%, -1%&-6%, 6%, -25%&0%, -0.6, -5%&3%, 8%, -8%&-16%
- COc1cc(C(=O)/C=C/c2cccnc2)c([N+](=O)[O-])cc1OC
  14µM*, -4.3%, -93%, ?, 18µM*, -4.9, ?, 13µM*, ?
- CCOc1ccccc1NC(=O)C(CC)n1c(C(=O)OC)cc2occc21 (stereo not drawn)
  i, 5.6%, -20%, ., -27%, ., -6%, 0%, ?
- CCOc1ccc(NC(=O)Cn2nnc(C(=O)OC)c2C(=O)OC)cc1
  i, -1.0%, -8%, ., 13%, ., 1%, -1%, -29%
- Cc1ccc(C2=CSC3=NS(=O)(=O)CCN23)cc1
  i, -0.1%, -20%, 11%, -11%, -2.9, 4%, -9%, -5%
- C=CCNC(=S)N1CCN(CCN=CC2=C(O)CC(c3cccs3)CC2=O)CC1 (stereo not drawn)
  i, -0.8%, 3%, 8%, -4%, 1.6, 0%, -16%, -1%
- COc1ccc2c(c1)c1c(c(=O)n(-c3ccc(C)cc3)c(=O)n1CC(=O)NCC1CCCO1)n2C (stereo not drawn)
  i, -0.4%, -55%, -15%, ., 0.6, ., ., ?
- N#CC1C(=O)NC(=O)C(C#N)C12CCCC(C(F)(F)F)C2 (stereo not drawn)
  i, -0.2%, 12%, -3%, 7%, -2.3, 4%, 11%, 0%
- COc1ccc(OC)c(CNC(=O)CCC(=O)N2Cc3cccc(OC)c3Oc3ncccc32)c1
  i, 0.1%, 0%, 5%, ?, 1.0, 2%, ., 7%
- COc1ccc(NC(=O)CSc2nnc3ccc(-c4cccnc4)nn23)cc1
  i, 0.0%, 5%, 2%, 4%, -4.1, -2%, -9%, 18%
- CC(C)CC(=O)Nc1ccc(OCC(=O)O)cc1
  i, 0.2%, -1%, 1%, 7%, 3.1, 0%, 1%, 0%
- O=C(CCC(=O)c1ccccc1)Nc1ccc(F)c(Cl)c1
  i, 0.5%, -13%, ., ., ., 8%, 4%, 1%
- O=C(N/C(=C/c1ccc(Cl)cc1)c1nc2ccccc2[nH]1)c1ccco1
  i, 2.2%, -12%, 0%, 16%, -0.3, 0%, -6%, ?
- COc1ccc(-c2occ(C(=O)O)c2C(=O)O)cc1
  ., 0.2%, 7%, 2%, -6%, -1.4, -6%, ., -26%
- CSCCC(NS(=O)(=O)c1ccc2c(c1)oc(=O)n2C)C(=O)NC1CCN(Cc2ccccc2)CC1 (stereo not drawn)
  i, -0.1%, 10%, 6%, 4%, -1.1, 3%, 0%, -2%
- N#Cc1cnc2c(-c3ccccc3)c(-c3ccccc3)nn2c1N
  i, 0.4%, 8%, 3%, 0%, 1.0, 3%, -4%, ?
- CCOC(=O)c1ccccc1NC1OC(=O)c2ccccc21 (stereo not drawn)
  i, -0.2%, 2%, 4%, 1%, 0.5, 11%, 12%, 5%
- COc1ccc(C(=O)OCc2cc(=O)oc3cc(C)ccc23)cc1S(=O)(=O)N1CCOCC1
  i, -0.7%, -2%, 5%, ., -3.8, ., ., 12%
- COc1ccc(CNC(=O)CCC(=O)c2ccccc2)cc1
  ., -0.1%, -10%, 5%, -11%, 0.2, 0%, ., 1%
- Cc1ccc(CNCc2cn[nH]c2-c2ccc(C)cc2)cc1
  ., ., -15%, ., -5%, ., 19%, ., -17%
- CCN(c1ccccc1)S(=O)(=O)c1cc(NC(=O)CN2CCN(C)CC2)ccc1Cl
  i, -0.3%, -1%, 8%, 3%, -0.2, 4%, -22%, 0%
- CC(C)(C)[C@@H]1C=C(C(=O)N2CCN(Cc3ccccc3)CC2)O[C@H](OCc2ccc(CO)cc2)C1
  ?, 4.3%, -7%, 5%, 6%, 1.1, -4%, 0%, -7%
- COCCN(C(=O)c1csnn1)C(C(=O)NC1CCCCC1)c1ccc(Cl)cc1 (stereo not drawn)
  i, -1.1%, 20%, 0%, 6%, 0.2, -6%, -24%, -18%
- CCOC(=O)CSC1=NC(=O)/C(=C\c2ccc(OC(C)=O)cc2)S1
  ., 12%, -14%, 4%, ., -1.9, -6%, ?, 35%[activator]
- COc1ccc(-n2c(SCc3ccccn3)nc3c(c2=O)SCC3)cc1OC
  i, -0.5%, 20µM*, -1%, -18%, 2.4, 1%, 1%, -8%
- CCn1c(-c2ccc(F)cc2)n[nH]c1=S
  i, -0.9%, 8%, -1%, ., -2.3, ?, 8%, 0%
- CC1CCCCN1c1csc2ccc(F)cc2c1=O (stereo not drawn)
  i, 0.1%, -8%, ., ., ., -12%, 3%, -14%
- CCOc1ccccc1NC(=O)C(Cc1ccccc1)NS(=O)(=O)c1ccc2c(c1)oc(=O)n2C (stereo not drawn)
  i, -0.1%, -28%, ., 16%, ., -1%, 5%, -7%
- Cc1ccc2ncc(C(=O)N3CCN(c4ccccc4F)CC3)c(=O)n2c1
  i, -0.6%, -5%, ., -8%, ., -10%, 14%, -3%
- CC(C)Cc1ccc(/C=C/C(=O)NC2CC2)cc1
  i, 3.4%, -18%, -18%, ?, 0.1, -1%, 49%[activator], 2%
- COC(=O)c1sc(NC(=O)COc2ccccc2OC)nc1C
  i, -0.7%, -18%, 7%, ?, -1.0, 11%, -5%, 1%
- CC1(C)Cc2c(sc3nc(C4CCCCC4)n(N)c(=O)c23)CO1
  i, 0.5%, -22%, 3%, -10%, -4.2, 1%, -4%, -12%
- CCOC(=O)C1CCCN(C(=O)c2ccc(CNc3c(N4CCC(C)CC4)c(=O)c3=O)cc2)C1 (stereo not drawn)
  i, -0.4%, -11%, 12%, -1%, 0.4, -4%, 1%, 3%
- COc1ccc(NC(=O)Cn2c(=O)n(CCCCCC(=O)NCc3ccc4c(c3)OCO4)c(=O)c3sccc32)cc1Cl
  ., 7.8%, -8%, ., -23%, ., -11%, ., -3%
- CCOC(=O)c1[nH]c2ccc(OC)cc2c1NC(=O)OC
  i, -0.8%, 7%, -55%[inhibitor][15.6 µM], 4%, -0.8, -3%, -2%, 1%
- CCCc1nc(SCC(=O)NNC(=O)C2CCCCC2)c2ccccc2n1
  ?, 0.4%, 0%, 0%, -3%, -0.5, -11%, 7%, -1%
- CC(=O)c1ccc(N2CCN(C(=O)C3CCN(C(=O)Nc4ccccc4)CC3)CC2)cc1
  i, 3.8%, -1%, 12%, -21%, 0.2, -3%, -9%, 1%
- O=C(N/N=C/c1cn(Cc2ccccc2)c2ccccc12)c1cccnc1
  i, 7.1%, -37%, 3%, ?, 0.5, -20%, ?, 2.8µM*
- Cc1c(-c2ccc(Cl)cc2)c(=O)oc2ccc(OC(=O)N3CCOCC3)cc12
  ., 7.2%, -30%, ., ., ., -12%, ., ?
- CCc1ccc(Nc2nc(N)nc(CSc3nnnn3-c3ccccc3)n2)cc1
  ?, 2.5%, -21%, 4%, ., -0.2, -7%, ?, -22%
- COc1cccc(Nc2nc(-c3sc(NC(=O)c4ccco4)nc3C)cs2)c1
  ?, 4.9%, -18%, 3%, -7%, -0.5, 5%, ?, -10%
- CC(CNC(=O)Cc1ccc(NC(=O)N2CCSc3ncccc32)cc1)c1ccccc1 (stereo not drawn)
  ., 0.4%, -13%, ., ?, ., 1%, ., 0%
- COc1ccc(S(=O)(=O)N(C)C)cc1NC(=O)CSc1nncs1
  i, -0.1%, 10%, -2%, -3%, -0.6, 0%, 8%, 0%
- O=C(O/N=C/C1=C(Cl)c2ccccc2CC1)c1ccc(F)cc1
  i, -0.6%, 7%, -4%, ., -1.2, 13%, -3%, -7%
- CNS(=O)(=O)c1cc(N(C)S(=O)(=O)c2ccc(C)cc2)c(C)cc1C
  ?, -0.7%[9.22 µM], -1%, 2%, 3%, -0.6, 1%, -8%, 1%

Remaining list, next part
Values run as follows: ATXN viability, Nrf2 activator, HepG2 tox, EPAC2 agonist, Nrf2 inh, IL2 activator, A549 viability, ATXN2 expr inh, TGFb inhibitor
- Cc1ccc(-n2[nH]c3c4c(ccc3c2=O)C(=O)c2ccccc2C4=O)cc1
  i, 1.0%, -7%, 5%, 3%, 0.2, 4%, -19%, 9%
- Cc1cccc(NC(=O)c2cc(Cl)sc2Cl)c1C
  i, 2.2%, -3%, 2%, -5%, 0.9, -2%, 6%, 0%
- CCOc1ccc(NC(=O)c2cc(S(=O)(=O)N3CCCCC3)c[nH]2)cc1
  i, -0.7%&4.0%, -7%&-12%, 9%, -5%&9%, -0.8, -3%&4%, -13%, ?
- CCOCCCNC(=O)C(NC(=O)c1ccc2c(c1)OCO2)c1ccc(OC)cc1 (stereo not drawn)
  i, 0.2%, 6%, 4%, -7%, -2.0, -2%, -14%, -1%
